Source: PubChem BioAssay (several laboratories)
pCIP destab = p/CIP protein destabilization; decrease of EGFP signal, % at 10 µM; F442A p/CIP-EGFP cells, EGFP fluorescence, 16 h; 0.01% of 290,000 active; Q05BA5;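 active = EGFP signal decrease of at least 30% at 10 µM or well 3 SD below plate mean, unless failing retest; inactive = the rest, including hits failing retest or dose response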; also: some compounds called inactive have numbers as strong as hits; many of its hits are not listed in these tables
GalR3 antag = human GalR3 antagonism. HEK293 GalR3-CNG cAMP membrane potential fluorescence; galR3 body fused to GalR1 C-terminus. 0.44% of 360,000 active. inhibition, % at 3 µM;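 active = inhibition above the screen-wide average plus 3 SD, cut at about 13% in these data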;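 also: forskolin and galanin both at EC90 stimulate the cells; cAMP rise reported by CNG channel membrane potential dye signal; 0% = forskolin plus galanin with DMSO and 100% = forskolin alone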
Target sequence (O60755 1-299 limits assumed): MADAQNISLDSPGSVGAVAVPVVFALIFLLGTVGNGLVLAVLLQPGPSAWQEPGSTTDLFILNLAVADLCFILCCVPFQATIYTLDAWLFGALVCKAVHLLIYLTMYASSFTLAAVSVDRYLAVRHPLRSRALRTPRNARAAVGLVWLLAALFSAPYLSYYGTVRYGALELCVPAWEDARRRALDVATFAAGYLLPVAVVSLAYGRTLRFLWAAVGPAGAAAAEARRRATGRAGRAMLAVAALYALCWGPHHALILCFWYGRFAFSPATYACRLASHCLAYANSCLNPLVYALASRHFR
IDE act = boosts human insulin-degrading enzyme activity in HEK cells; FAbeta-B cleavage, fluorescence polarization; 0% vehicle, 100% cell-free pure enzyme wells; 0.073% of 340,000 active; P14735; activation, % at 5.96 µM;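 active = activation above the mean of all tested compounds plus 3 SD, set per screening campaign, cut at about 17% in these data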
CRFR2-BP antag = antagonists of CRF-binding protein/CRF-R2 receptor complex | HEK293 CRF-R2/CRF-BP, CRF-induced calcium fluorescence | inhibition, % at 11.8 µM | 0.59% of 350,000 active | AID 588475;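 active = inhibition of the ligand-induced calcium signal above about 50% at the single tested concentration, limit read from the data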
MEKK3 PB1 HTS = MEKK3-MEK5 PB1 interaction, increase or decrease. bead-based flow cytometry, Alexa488-MEK5 binding to MEKK3; actives lie on both sides; 0 = blocked by unlabeled MEK5, 100 = vehicle. Q99759. binding response (% of control), % at 10 µM. AID 1529. 1.4% of 290,000 active;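 active = binding response more than 3 SD above or below the average of its plate-row segment, actives on both sides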;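 also: Alexa488 bead fluorescence after subtracting the streptavidin-only scavenger bead signal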
Target sequence (Q99759 whole entry, looked up): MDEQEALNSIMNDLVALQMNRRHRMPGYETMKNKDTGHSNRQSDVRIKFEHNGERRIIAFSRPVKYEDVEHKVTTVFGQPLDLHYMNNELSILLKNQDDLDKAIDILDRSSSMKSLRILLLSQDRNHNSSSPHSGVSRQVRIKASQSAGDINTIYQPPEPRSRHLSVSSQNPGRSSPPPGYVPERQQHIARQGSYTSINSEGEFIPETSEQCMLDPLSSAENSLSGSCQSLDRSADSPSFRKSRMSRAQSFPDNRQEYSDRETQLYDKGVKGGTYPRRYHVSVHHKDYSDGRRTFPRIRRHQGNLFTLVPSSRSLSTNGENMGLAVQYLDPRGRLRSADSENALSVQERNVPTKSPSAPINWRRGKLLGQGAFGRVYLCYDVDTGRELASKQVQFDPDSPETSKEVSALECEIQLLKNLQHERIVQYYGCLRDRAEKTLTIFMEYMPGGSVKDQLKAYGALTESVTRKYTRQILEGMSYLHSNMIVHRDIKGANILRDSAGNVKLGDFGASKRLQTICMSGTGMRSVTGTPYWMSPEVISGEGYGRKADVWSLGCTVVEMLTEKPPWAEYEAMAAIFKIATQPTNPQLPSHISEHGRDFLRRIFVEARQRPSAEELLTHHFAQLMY
IDE cell inh = cellular human IDE inhibition; HEK cells, FAbetaB cleavage, fluorescence polarization; inhibition, % at 5.59 µM; 0.41% of 320,000 active; P14735;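 active = percent inhibition above the average of all tested compounds plus 3 SD, set per screening campaign, cut at about 16% in these data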;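 also: IDE supplied by intact live HEK cells; FP after avidin binding of uncleaved biotin substrate so inhibition keeps polarization high; 0% = DMSO wells and 100% = 60 µM reference IDE inhibitor Ii1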
CRFR2-BP ag = CRF-BP/CRF-R2 complex agonism | activation, % at 13.2 µM | HEK293 CRF-R2/CRF-BP, calcium dye fluorescence (FLIPR); percent of saturating CRF peptide response | 0.46% of 350,000 active | AID 588473;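 active = activation of at least 50%, plus an integration ratio under a set limit after plate pattern correction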;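 also: plate controls were neutral control wells without compound for no effect and CRF at EC100 for full effect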
PHOSPHO1 block = inhibitors of human PHOSPHO1 phosphatase. inhibition, % at 13.3 µM. recombinant PHOSPHO1, absorbance phosphatase assay. 1.1% of 290,000 active. Q8TCT1; in the data active = inhibition above about 60%
M4 PAM = CHRM4 positive allosteric modulation. P08173. CHO-K1 hM4/Gqi5, Fluo-8 calcium fluorescence, ACh EC20; 0% = ACh EC20, 100% = maximal ACh. activation, % at 3 µM. 0.4% of 360,000 active. AID 624126;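 active = activation above its plate's cutoff, the mean activation of sample wells plus 3 SD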; also: some results filed as inactive read as strong as hits
An asterisk follows results filed as active; nt = no result given.

cpd	Compound	GalR3 antag	CRFR2-BP antag	IDE cell inh	CRFR2-BP ag	M4 PAM	MEKK3 PB1 HTS	IDE act	pCIP destab	PHOSPHO1 block
1	CN1CCN(C(=O)CN(C)S(=O)(=O)c2ccc(F)cc2)CC1	-6	-2	0	0.3	-5	99	-2	2	19
2	Cc1ccc(CC(=O)N2CCN(c3ccccn3)CC2)cc1	0	4	2	-2.1	2	102	2	2	5
3	CCOC(=O)N1CCN(S(=O)(=O)c2ccc(C(=O)N(CCCN(C)C)c3nc4c(F)cc(F)cc4s3)cc2)CC1	-6	-2	-5	-0.1	0	nt	7	nt	nt
4	CC(C)c1ccc(N(C(=O)c2csnn2)C(C(=O)NC(C)(C)C)c2cccnc2)cc1 (stereo unspecified)	-1	-7	4	-1.0	-5	119	0	8	36
5	CCNc1nc(SC(C(C)=O)C(C)=O)nc(N(C)C)n1	-3	7	5	-1.2	-5	101	6	3	10
6	O=C(Nc1scc(-c2ccccc2)c1C(=O)O)c1ccccc1F	-2	24	2	-2.0	1	103	0	-13	36
7	COc1cc(/C(C)=N/NC(=O)c2nnn(-c3nonc3N)c2-c2cccs2)ccc1O	-6	-9	1	-0.1	-1	99	2	-6	28
8	CCCCCn1c(=O)c(C(=O)OCC)c(Cl)c2ccccc21	-6	-17	-13	20	-1	104	11	-2	32
9	CN(C)N1C(N)=C(C#N)C(c2ccccc2Cl)C2=C1CCCC2=O (stereo unspecified)	-10	-8	7	-1.1	-8	98	-2	-8	-7
10	O=C(CN1CCOCC1)Nc1ccc(N2CCN(c3ccccc3)CC2)c(F)c1	-4	10	0	0.7	2	98	-10	-11	24
11	CCOC(=O)CCNC(=O)N1CCCC(CCC(=O)N(C)CCc2ccccn2)C1 (stereo unspecified)	2	-4	-3	0.0	6	101	3	-12	36
12	CCCn1c(N)c(N2CCCCC2)c(=O)n(CC(=O)Nc2ccccc2C)c1=O	-3	3	6	2.0	12	105	7	15	11
13	CC(=O)N1CCN(CC(=O)Nc2ccccc2C(=O)Nc2ccccc2)CC1	-6	-3	0	0.2	2	nt	0	nt	nt
14	O=C(Nc1ccc(F)c([N+](=O)[O-])c1)C1CC(=O)N(Cc2ccccc2)C1 (stereo unspecified)	-5	-7	-2	-2.5	-3	98	-1	13	-18
15	O=C(Nc1cccc(Cl)c1N1CCOCC1)c1ccc2c(c1)OCCO2	-4	-11	6	0.4	1	94	-1	-5	2
16	Oc1nc(Nc2ccccc2)sc1/C=C1\C=Nc2ccccc21	-8	-20	0	-1.2	-4	90	-3	-17	-15
17	CCOC(=O)N1CCC(N2C(=O)c3ccccc3C2Nc2ccccc2C)CC1 (stereo unspecified)	nt	-22	3	-0.1	-4	104	1	-13	-30
18	CCOC(=O)c1cc(C)sc1NC(=O)CSc1nccn1C	-1	21	-1	-0.5	-1	102	3	7	56
19	CCc1cc(C(=O)c2ccc(Br)cc2)c(NC(=O)CN(CC)CC)s1	-3	-24	-1	1.9	0	106	8	5	24
20	COc1ccccc1N(CC(=O)Nc1cc(C)on1)S(=O)(=O)c1cccc(C(F)(F)F)c1	-8	-16	-2	1.8	-3	nt	2	nt	nt
21	N#C/C(=C/c1ccccc1OCc1ccc(F)cc1)c1ccc(C(=O)O)cc1	-5	0	1	-0.5	0	103	-1	2	5
22	COc1ccccc1NS(=O)(=O)c1cc(NC(=O)C(C)C)ccc1N1CCCCC1	-7	-2	0	-2.2	-12	101	-1	11	4
23	O=C(CCN1CCN(c2ccccc2)CC1)NNC(=S)Nc1ccccc1Cl	-3	0	-1	-0.2	-3	99	4	12	-67
24	CCOCC(=O)Nc1cc(C(=O)Nc2ccc(F)cc2)ccc1Cl	nt	nt	1	nt	nt	101	nt	3	33
25	Cc1cc2nc(CCN(C(=S)NCC(C)C)C3CCCC3)[nH]c2cc1C	-6	-4	-3	-2.2	-4	91	2	-12	-1
26	c1csc(CNc2ncnc3ccc(-c4ccc5c(c4)OCCO5)cc23)c1	-3	1	0	-0.8	0	nt	7	nt	nt
27	O=C(Nc1ccc(N2CCOCC2)cc1)C1CC(=O)N(c2ccc(Cl)cc2)C1 (stereo unspecified)	-4	8	-3	1.9	-18	104	-7	3	-47
28	O=C(N/N=C/c1ccccc1OCc1ccccc1)c1cccnc1	-5	-6	-4	0.9	-2	94	-2	-14	9
29	Cc1ccc(OCc2ccc(C(=O)NN)o2)c([N+](=O)[O-])c1	-4	-2	2	0.1	-9	98	3	2	29
30	Cc1ccc(NC(=O)c2cc(N3C(=O)C4CC=CCC4C3=O)ccc2N2CCOCC2)cc1Cl (stereo unspecified)	nt	-11	-1	6.2	2	95	0	-10	23
31	CCOc1ccc2c(c1)c1nnc(SCC(=O)NC3CC3)nc1n2C	-7	0	3	-0.8	-5	102	-2	-13	15
32	CN(CCCNC(=O)c1cn(C)c2ccc(S(=O)(=O)N(C)C)cc2c1=O)c1ccccc1	20*	19	0	-5.3	-4	85	2	-7	-26
33	CN(C)S(=O)(=O)c1cccc(NC(=O)CNCc2ccccn2)c1	-5	2	2	-0.2	21	74	-3	-5	20
34	O=C(/C(=C/O)N=Nc1ccccc1)c1cccs1	-2	0	0	-1.6	-3	107	-2	8	16
35	CCCCCCn1nc(C(=O)N(CCCC)c2c(N)n(CCC)c(=O)[nH]c2=O)c2ccccc2c1=O	-1	17	-4	-1.5	2	nt	4	nt	nt
36	COc1ccc(OCC2CCCN(Cc3nc(CC4CC4)no3)C2)cc1 (stereo unspecified)	-4	-1	-6	-0.2	-1	101	3	-2	29
37	CCOC(=O)c1c(C)[nH]c(C(=O)N/N=C/c2cccc(OC)c2)c1C	-4	-34	10	-2.0	-4	106	0	-8	-20
38	Cc1cc(C)n2nc(C(=O)Nc3ccc(N4CCOCC4)cc3)nc2n1	-2	10	-1	-1.6	0	104	-2	-5	-22
39	COc1cccc(NC(=O)CN(C)C(=O)c2ccc(S(=O)(=O)Nc3ccccc3C)cc2)c1	-6	-10	0	0.7	-3	nt	-1	nt	nt
40	c1ccc2sc(NCC3CCCO3)nc2c1 (stereo unspecified)	-7	5	8	0.8	-3	77	-1	6	15
41	COc1ccc2nc(NC(=O)CC3Oc4ccccc4NC3=O)sc2c1 (stereo unspecified)	-3	8	-1	0.3	0	99	-5	0	56
42	CCn1nc(C)c(Br)c1-c1nc(-c2cccc(C)c2)no1	-3	9	-8	-0.3	-5	93	nt	-15	36
43	NS(=O)(=O)c1ccc(NC(=S)Nc2cc(Cl)c(Cl)cc2Cl)cc1	-7	30	13	-4.0	10	102	-3	2	3
44	CCC(=O)Nc1cc(C(=O)OCC(=O)c2ccccc2)ccc1C	1	11	3	-2.6	0	84	4	8	-15
45	COc1cc(OC)c(NC(=O)CNC(=O)Cn2ccc3ccccc3c2=O)cc1Cl	-6	0	-2	1.2	0	102	2	-8	23
46	CC(C)C(=O)Nc1nnc(SCC(=O)Nc2ccc3c(c2)OCO3)s1	-12	2	-6	0.8	0	104	1	-11	2
47	CC(NC(=O)COc1ccc(/C=N/NC(=O)C(=O)Nc2ccccc2Br)cc1)c1ccccc1 (stereo unspecified)	2	17	1	8.8	6	102	-4	-5	58
48	O=C(COC(=O)c1ccccc1NC(=O)c1ccco1)NCC1CCCCC1	-3	1	-1	0.2	-1	89	2	-7	-12
49	CC1(C)CC(NS(=O)(=O)c2ccc(C(C)(C)C)cc2)CC(C)(C)N1	-9	-1	-6	1.3	-6	105	-2	-8	41
50	COc1ccc(N(C)C(=S)Nc2ccc3nc(C)c(C)nc3c2)cc1	-2	7	-2	9.8	9	95	6	-14	-11
51	Cc1ccc(C(=O)Oc2oc(-c3ccco3)nc2C=Nc2ccc(Cl)cc2)cc1	1	0	0	1.5	7	98	1	-3	22
52	O=C(c1ccc(-c2ccc([N+](=O)[O-])cc2)o1)N1CCCCC1	9	3	4	-1.5	-3	97	-1	0	-10
53	CC(=O)c1cccc(OCC(O)CNCCOc2ccc(C)cc2)c1 (stereo unspecified)	-12	1	-2	-1.0	-1	103	3	-8	24
54	O=C(CSc1nc(C2CC2)nc2sc3c(c12)CCCC3)NCc1ccco1	-6	3	0	-0.7	4	103	1	5	16
55	CC[C@H](C)[C@H](NC(=O)CNC(=O)COc1cc2c(c3oc(=O)cc(C)c13)CCC(C)(C)O2)C(=O)O	-10	8	8	-1.3	-3	105	3	6	2
56	COc1ccc(/C=N/NC(=O)c2ccccc2O)cc1CSc1ccccn1	0	-1	5	0.8	2	104	0	-8	-14
57	O=C(COC(=O)/C=C/c1ccccc1)Nc1nnc(-c2ccccc2)o1	3	-8	1	-1.7	4	nt	1	nt	nt
58	Cc1ccc(OCCCC(=O)Nc2ccc3c(c2)OCCO3)cc1	-8	-2	0	-2.3	3	nt	-2	nt	nt
59	CCCCC(CC)CNC(=O)CN(C)S(=O)(=O)c1cccc2nsnc12 (stereo unspecified)	-6	-1	0	0.3	1	100	-4	-3	21
60	O=C(Cn1ncc2c([nH]c3ccccc32)c1=O)NCCc1ccc(Cl)cc1	3	5	0	-0.2	-3	104	2	-4	22

Printed as active in GalR3 antag, of those listed so far:
cpd	Compound	GalR3 antag	CRFR2-BP antag	IDE cell inh	CRFR2-BP ag	M4 PAM	MEKK3 PB1 HTS	IDE act	pCIP destab	PHOSPHO1 block
32	CN(CCCNC(=O)c1cn(C)c2ccc(S(=O)(=O)N(C)C)cc2c1=O)c1ccccc1	20*	19	0	-5.3	-4	85	2	-7	-26

Next entries.
cpd	Compound	GalR3 antag	CRFR2-BP antag	IDE cell inh	CRFR2-BP ag	M4 PAM	MEKK3 PB1 HTS	IDE act	pCIP destab	PHOSPHO1 block
61	CC(=O)c1ccc(N2CCN(C(=O)c3cc(-c4ccc5c(c4)OCO5)nc4ccccc34)CC2)cc1	2	7	-3	3.7	-15	92	4	0	14
62	Cc1cc(C)c(NC(=O)CSc2nc3[nH]ncc3c(=O)[nH]2)c(C)c1	-2	13	1	-1.6	-4	103	3	-6	-16
63	Cc1cc(C(=O)NN=C(CCC(=O)O)c2cccs2)c(C)o1	-7	-3	2	-0.1	2	nt	1	nt	nt
64	O=C(Nc1nnc(Cc2ccc([N+](=O)[O-])cc2)s1)c1ccc2c(c1)OCO2	6	0	0	-0.3	-3	89	4	-14	48
65	CS(=O)(=O)c1ccc(Cl)c(NC(=O)COC(=O)Cc2c[nH]c3ccccc23)c1	3	5	-2	-1.7	2	nt	2	nt	nt
66	COc1ccc2cc(C3NC(=O)c4ccccc4N3)c(Cl)nc2c1 (stereo unspecified)	-5	-7	1	0.3	0	98	-1	10	-5
67	C=CCn1c(CNC(=O)c2ccco2)nnc1SCC(=O)c1ccc(F)cc1	-2	2	8	0.0	-1	99	-3	2	28
68	Cc1cc(C)c2c(n1)SCC(=O)N2CC(=O)Nc1ccccc1Cl	-1	3	-1	-0.6	-3	97	2	-3	2
69	CCC1(C)Cc2c(C#N)c(N)n(N)c(=S)c2CO1 (stereo unspecified)	-5	-9	3	-1.2	-5	110	-2	-11	-1
70	COc1cc(C2OCC3C(c4ccc(OC5OC(CO)C(O)C(O)C5O)c(OC)c4)OCC23)ccc1O (stereo unspecified)	-3	0	-2	-0.7	1	82	4	2	4
71	CC(C)c1nnc(NC(=O)CCC(=O)NCCc2ccccc2)s1	0	-2	7	-1.3	-11	102	-6	0	20
72	O=C(NCCc1ccc(F)cc1)c1ccc([N+](=O)[O-])cc1	-2	20	-1	-3.1	3	102	-5	-8	42
